Screens as filed in PubChem.
HEK293 NOD2/NF-kB – NOD2 signaling inhibitors, cell-based, luminescence, uHTS, HEK293 (AID 1566) | one-dose inhibition, % at 4 µM; EC50 in µM for titrated hits | 290,000 compounds, 0.63% hits | HEK293 NOD2/NF-kB luciferase reporter, luminescence; higher % means a stronger effect; note: many of its hits are not listed in these tables
Myeloid diff MLP – promotes myeloid progenitor differentiation. ER-HoxA9 myeloid progenitors, lysozyme-GFP differentiation, flow cytometry. calls only at 10 µM. 360,000 compounds, 1% hits. AID 624256;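 active = normalized GFP-positive differentiation at or above the plate's own cutoff, the solvent-only control mean plus 3 SD; inconclusive = no clear call, values can overlap the other calls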;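 note: cells exposed to compound for four days before flow analysis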
HIV fusion peptide – cell-free HIV fusion peptide-binding blockers – biochemical, uHTS, fluorescence dequenching, primary screen (AID 1986); cell-free peptide binding, fluorescence dequenching, 30 min; higher % means a stronger effect; inhibition, % at 20 µM; hits with a dose series show IC50 in µM; 290,000 compounds, 0.3% hits; in the data active = inhibition mostly above about 52%, no sharp cut-off; inactive = mostly below about 76%; note: some results filed as inactive read as strong as hits
AID2073 – inhibitors of Mint1-CaV2.2 protein interaction, biochemical, HTRF (AID 2073) | HTRF protein-protein interaction, Mint1-CaV2.2; higher % means a stronger effect | inhibition, % at 20 µM; hits with a dose series show IC50 in µM | 290,000 compounds, 0.19% hits; in the data active = inhibition mostly above about 51%, no sharp cut-off; inconclusive = no clear call, values can overlap the other calls; inactive = mostly below about 53%; note: some results filed as inactive read as strong as hits
NS5 inhibitors – Dengue-2 NS5 methyltransferase inhibitors, primary screen, biochemical, confirmation dose response (AID 588689). inhibition, % at 25 µM, or IC50 in µM where a hit was titrated. Dengue-2 NS5 methyltransferase capping enzyme assay, biochemical; higher % means a stronger effect. 340,000 compounds, 0.3% hits; in the data active = a potency from the dose series; inconclusive = inhibition above about 29% without an active follow-up result
XIAP antagonists – XIAP antagonists, biochemical, IAP family, fluorescence polarization (AID 1018); XIAP BIR domain, fluorescence polarization peptide displacement; higher % means a stronger effect; displacement, % at 20 µM, or IC50 in µM where a hit was titrated; 200,000 compounds, 0.007% hits; in the data active = displacement above about 50%; note: a part of the inactive calls stands beside numbers as strong as those of hits
LYP inhibition – inhibitors of LYP phosphatase, biochemical, fluorescence intensity, uHTS (AID 1779) | 290,000 compounds, 0.054% hits | recombinant LYP phosphatase, fluorescence intensity; higher % means a stronger effect | inhibition, % at 11.5 µM, or IC50 in µM where a hit was titrated;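 note: plate controls were vehicle with enzyme for no effect and no enzyme for full effect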
SIAH1 antagonists – Siah-1 peptide-binding antagonists, primary screen, biochemical, fluorescence polarization, rhodamine-plectin, uHTS (AID 1817); displacement, % at 20 µM, or IC50 in µM where a hit was titrated; 290,000 compounds, 0.02% hits; Siah-1 / rhodamine-plectin peptide fluorescence polarization; higher % means a stronger effect;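 active = displacement of at least 50% at 20 µM, with a fluorescence ratio check between 0.3 and a set limit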;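 note: plate controls were Siah plus tracer with DMSO for no effect and tracer alone without Siah for full effect; strong numbers were not always called active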
Lipid droplet – modulators of hepatic lipid droplet formation; inhibition, % at 6.5 µM; 240,000 compounds, 0.4% hits; AML12 mouse hepatocytes, oleate lipid droplets, BODIPY imaging;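 active = lipid droplet intensity inhibited by at least 50%, with more than 500 cells counted; inconclusive = wells with under 300 cells, treated as cytotoxic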
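System: AML12 hepatocytes (mouse). Probe or stimulus: oleic acid at 100 µM to induce lipid droplet formation. Times: overnight treatment with compound plus oleate. Detection: Image-based BODIPY and DAPI two-channel analysis. Evaluation: percent inhibition of filter-corrected integrated lipid droplet intensity per well.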
Lipid droplet cells 6.5 µM – also measured in Lipid droplet; calls as there; cell count; measured here: cell count, cytotoxicity flag;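 cells counted across two imaged fields per well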
NS5 inhibitors pilot replicate – further read-out of NS5 inhibitors, marked with its call; inhibition, %; measured here: pilot screen replicate inhibition
Myeloid diff MLP GFP+ MAC1+ % – recorded beside Myeloid diff MLP, whose call it bears; GFP+ MAC1+ double positive, %; measured here: differentiation confirmed by MAC1 staining
Active calls of the source: *; i = inactive; ? = inconclusive; / = not tested or not shown; + = active, no number. Cut-off read from the data, not from the text of the source, unless noted: active = inhibition above about 50%; inactive = the rest. These rows are one share of the data. The share of hits here may be higher or lower than overall.

SMILES	HEK293 NOD2/NF-kB	Myeloid diff MLP	Myeloid diff MLP GFP+ MAC1+ %	HIV fusion peptide	AID2073	NS5 inhibitors	XIAP antagonists	LYP inhibition	SIAH1 antagonists	Lipid droplet	Lipid droplet cells 6.5 µM	others
COCn1c(COc2ccccc2)nc2ccccc21	-36%	i	0.7	1.4%	-5%	-1%	-0.9%	-4%	1%	-7	706
O=C(N1CCC(O)(c2cccnc2)CC1)C12CC3CC(CC(C3)C1)C2	-7%	i	0.0	-2.3%	1%	2%	-2.0%	-4%	-4%	/	/
O=C(CCN(CCO)Cc1ccccc1)Nc1ccc(Br)cc1	-23%	i	3.6	0.7%	4%	2%	-5.1%	-3%	-1%	/	/
COc1nc(NC(C)C)nc(N(C#N)CN2C(=O)c3ccccc3S2(=O)=O)n1	10%	i	1.1	-0.5%	-8%	-2%	/	-4%	-3%	36	701
CS(=O)(=O)c1nc2ccccc2n1Cc1ccccc1	21%	i	0.7	-0.3%	-9%	-3%	2.1%	4%	2%	/	/	NS5 inhibitors pilot replicate=-0.3
Cc1ccc(NC(=O)CCOc2ccccc2)c(C)c1	-21%	i	0.3	0.7%	7%	1%	/	-3%	0%	/	/
Cc1cccc(N2C(=O)CN(Cc3sccc3C)C2=S)c1	10%	i	0.2	0.6%	1%	-12%	-3.0%	-3%	2%	29	657
O=C1Nc2ccccc2N(O)N1c1cc(-c2ccc(Cl)cc2)[nH]n1	6%	i	0.3	1.9%	3%	-10%	-4.5%	-4%	6%	-10	619
O=C(CSCc1ccc(Cl)cc1)Nc1ccccc1O	-5%	i	0.2	-1.5%	10%	-2%	-3.7%	-7%	5%	-7	703
COc1ccc(C)cc1NC(=O)C(=O)NCc1ccncc1	7%	i	11	-0.9%	-2%	-5%	-4.4%	-13%	0%	/	/
CCn1nc(NC(=O)c2ccco2)c2cc3ccccc3nc21	18%	i	6.8	-1.5%	26%	-3%	-1.6%	-5%	-1%	/	/
CCN(CC)c1nc(N)c2c(N)n(-c3ccccc3C)c(=S)c(C#N)c2c1C#N	-16%	+	1.2*	2.9%	25%	-94%	-5.6%	-4%	-4%	-6	793
CC1=C(C(N)=O)C(c2ccccc2)n2nc(-c3cccc(C)c3)nc2N1 (centres undefined)	8%	i	2.5	-0.6%	-6%	1%	-0.6%	-4%	1%	/	/
Cc1nc(C(=O)Nc2cccc(Cl)c2Cl)nn1-c1cc(OC(C)C)c(Cl)cc1Cl	16%	i	0.8	0.0%	15%	6%	3.4%	1%	2%	/	/
COc1ccc(-c2csc(NC(=O)c3ccccc3Br)c2C(=O)O)cc1	20%	i	0.5	4.5%	29%	74µM*	/	-5%	11%	-1	420
COCCCNC(=O)C(C)N1c2cccc3cccc(c23)S1(=O)=O (centres undefined)	14%	i	0.7	1.3%	1%	-7%	/	-10%	1%	/	/	NS5 inhibitors pilot replicate=-0.6
C=CCNCCCOc1ccc(Cl)cc1Br	-11%	i	0.7	0.8%	13%	-1%	-9.5%	-3%	4%	1	637
Cc1ccc(CN2CCC(c3cc(-c4cccs4)n[nH]3)CC2)cc1	-6%	i	0.4	-1.4%	-9%	-15%	-0.2%	-4%	13%	-4	675
N=c1oc2ccccc2cc1C(=O)NC1CCCCCC1	-21%	i	0.5	-3.1%	5%	1%	/	0%	-9%	1	802
CCOC(=O)C(CC(=O)c1ccccc1)CC(=O)c1ccccc1	-10%	i	0.4	-1.6%	1%	-10%	/	-6%	-2%	-8	821
CCc1ccc(-c2nn(-c3ccccc3)cc2C2SCC(=O)N2Cc2ccco2)cc1 (centres undefined)	-3%	i	0.3	2.8%	9%	-2%	-5.0%	-1%	0%	31	753
CCOC(=O)C1CCN(C(=O)COc2ccc(Cl)cc2Cl)CC1	-1%	i	3.8	-1.1%	35%	2%	-3.6%	1%	0%	-1	812
Cc1ccc(N=Nc2cc(C)ccc2O)c(C)c1	-31%	i	0.4	-1.8%	11%	-7%	/	-13%	0%	15	843
CCCCCCCCCCCCCCCC[n+]1ccc(/C=N/O)cc1	-3%	?	/	-17%	13%	-7%	-8.0%	-1%	2%	-100	596
COc1ccc(/C=C(\NC(=O)c2ccccc2)C(=O)NCc2ccco2)cc1OC	-1%	i	0.3	-0.3%	12%	-4%	/	-5%	10%	-2	762
O=C1c2oc3ccc(F)cc3c(=O)c2C(c2ccccc2)N1CC1CCCO1 (centres undefined)	13%	i	6.2	-0.5%	0%	-4%	-5.1%	-4%	-2%	/	/
CCOC(=O)c1ccccc1NC(=O)c1c(O)c2ccccc2n(CC)c1=O	27%	i	0.6	-2.0%	1%	0%	-11%	2%	-2%	5	670
Cc1cccc(N2CCN(C(=O)Cn3c(=O)[nH]c4ccsc4c3=O)CC2C)c1 (centres undefined)	12%	i	0.8	-1.0%	8%	-2%	-2.2%	-8%	2%	-6	761
C=CCOc1ccc(Br)cc1CNCCO	12%	i	0.1	-1.2%	-9%	4%	-2.5%	-12%	-4%	-25	697
CCS(=O)(=O)N1CCC(C(=O)Oc2ccc(Cl)cc2)CC1	1%	i	0.7	0.5%	-4%	-6%	/	-6%	4%	3	796
Cn1c(=O)c2cn(-c3ccc4c(c3)OCCO4)cc2n(C)c1=O	-62%	i	0.7	0.6%	5%	1%	-9.3%	-3%	1%	2	779
CC(=O)c1ccc(NC(=O)CN2CCC(C(=O)c3ccc4c(c3)OCCO4)CC2)cc1	14%	i	0.2	4.8%	-1%	-2%	/	-8%	11%	-8	699
O=C(NCCNc1ccc([N+](=O)[O-])cc1)c1cccc(Br)c1	12%	i	1.3	0.0%	-14%	-5%	-0.8%	-5%	-1%	11	747
CC(C)CCNC(=O)CN(Cc1ccccc1)C(=O)CCC(=O)Nc1nccs1	0%	i	0.5	1.4%	-3%	6%	/	-6%	2%	-32	699
Cc1cc(C)c2c(N)c(S(=O)c3ccc(C(C)(C)C)cc3)sc2n1 (centres undefined)	1%	i	20	0.5%	-32%	-4%	-3.2%	-4%	-1%	/	/
Cn1c(=O)[nH]c2ncccc21	5%	i	0.1	0.8%	12%	-5%	/	-2%	-11%	-26	759
CC(CCCC(C)(C)O)CC1C2=C(CCCC2=O)OC2=C1C(=O)CCC2 (centres undefined)	19%	i	0.2	-0.3%	-5%	-6%	-7.9%	-1%	-1%	-17	722
COc1ccc(-c2sc(Nc3ccc(F)c(F)c3F)nc2CCC(=O)NN)cc1	-36%	i	0.9	-0.9%	3%	-6%	/	-3%	-2%	-26	851
Cc1nn(C)c(C)c1/C=N/NC(=O)C(C)(C)Oc1ccc(Cl)cc1	6%	i	2.4	-2.7%	2%	-5%	-6.9%	-10%	2%	-5	754
CC1=C(C(=O)Nc2ccccc2C(=O)NC2CCCCC2C)SCCO1 (centres undefined)	44%	i	2.3	-2.3%	4%	6%	/	-2%	-6%	7	687
COCCNC(=O)c1ccc(NS(=O)(=O)c2cc(C)ccc2C)cc1	10%	i	1.6	-0.4%	16%	-4%	0.0%	-2%	-4%	0	662
CC(=O)NC(CC(=O)OCC(=O)N1CCc2ccccc21)c1ccccc1 (centres undefined)	0%	i	0.6	-0.5%	?	-4%	/	-5%	4%	/	/
Cc1ccc(S(=O)(=O)NCCC(=O)Nc2nnc(C)s2)cc1	-1%	i	0.9	0.3%	2%	1%	-14%	1%	4%	0	797
Brc1ccccc1OCCCCCN1CCOCC1	13%	i	0.3	3.3%	10%	-5%	-4.6%	-15%	9%	-8	610
C=CCSc1nnc(NC(=O)CSc2nnc(C)s2)s1	4%	i	0.6	-2.4%	1%	-3%	-0.8%	-4%	2%	0	759
O=C(CN(C(=O)c1csnn1)c1ccccc1C(F)(F)F)NC1CCCCC1	-7%	i	0.3	1.4%	3%	8%	/	-11%	-3%	-23	717
CC(/C=N/n1cnnc1)=C\c1ccccc1	4%	i	1.0	0.6%	-1%	2%	-8.5%	-2%	-3%	-2	584
CCC(Sc1nc(N)cc(N)n1)C(=O)O (centres undefined)	6%	i	0.6	1.0%	0%	-2%	-14%	-13%	-3%	-2	689
CCOC(=O)C1=C(C)Nc2ccccc2N=C1NC(=O)c1ccc(Cl)c(S(=O)(=O)N2CCCC2)c1	-11%	i	0.5	6.8%	29%	-9%	-2.3%	-1%	-6%	11	656
Cc1ccc(/C=N/Nc2ccccn2)s1	-19%	i	1.7	-1.6%	0%	-9%	/	-10%	0%	1	813
O=C(CSc1nc2ccccc2o1)N1N=C(c2cccs2)CC1c1ccc(F)cc1 (centres undefined)	6%	i	0.5	1.9%	2%	4%	-21%	14%	-1%	11	665
O=S(=O)(c1ccc(NC(=S)Nc2ccc3c(c2)OCO3)cc1)N1CCOCC1	-14%	i	0.4	22%	8%	-1%	-5.3%	-3%	-7%	14	696
S=c1[nH]nc(-c2ccco2)n1/N=C/c1cccc(Cl)c1	13%	i	0.3	-1.3%	47%	-6%	/	-5%	3%	-1	756
O=C(CS(=O)(=O)c1ccccc1)c1ccc2c(c1)OCCO2	-16%	i	0.8	-2.7%	-4%	-1%	-2.5%	-3%	-1%	20	732
O=C(c1ccccc1-c1ncc[nH]1)N1CCCC(Nc2ccc(F)cc2)C1 (centres undefined)	5%	i	1.3	-1.1%	1%	-6%	/	-5%	12%	2	647
CCOC(=O)COc1ccc(C(=O)CC)cc1OC	24%	i	0.3	-0.9%	-3%	0%	-6.4%	-3%	4%	7	700
Cn1c(=O)cc(OCCCC(=O)N2CCN(c3ccccn3)CC2)c2ccccc21	-2%	i	0.9	0.9%	-3%	1%	-0.1%	-7%	4%	-13	689

4 consecutive entries from above, for reference:
SMILES	HEK293 NOD2/NF-kB	Myeloid diff MLP	Myeloid diff MLP GFP+ MAC1+ %	HIV fusion peptide	AID2073	NS5 inhibitors	XIAP antagonists	LYP inhibition	SIAH1 antagonists	Lipid droplet	Lipid droplet cells 6.5 µM	others
S=c1[nH]nc(-c2ccco2)n1/N=C/c1cccc(Cl)c1	13%	i	0.3	-1.3%	47%	-6%	/	-5%	3%	-1	756
O=C(CS(=O)(=O)c1ccccc1)c1ccc2c(c1)OCCO2	-16%	i	0.8	-2.7%	-4%	-1%	-2.5%	-3%	-1%	20	732
O=C(c1ccccc1-c1ncc[nH]1)N1CCCC(Nc2ccc(F)cc2)C1 (centres undefined)	5%	i	1.3	-1.1%	1%	-6%	/	-5%	12%	2	647
CCOC(=O)COc1ccc(C(=O)CC)cc1OC	24%	i	0.3	-0.9%	-3%	0%	-6.4%	-3%	4%	7	700
